# GSIS activator: GLuc luminescence reporter in INS-1E cells, primary screen for activators of glucose-dependent secretion of insulin | INS-1E GLuc reporter insulin secretion, 2-3 h | activation, % at 16.6 µM | 370,000 tested, 0.61% active;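 active means lowest replicate activation of at least 40%, so every replicate reaches that level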;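 further: 0% = median of neutral control wells and 100% = median of IBMX positive control wells; some compounds called inactive have numbers as strong as hits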
# LGR2 antag: Drosophila LGR2 receptor signaling inhibition; HEK293 LGR2, CRE-luciferase, bursicon-stimulated, 4 h; inhibition, % at 9.99 µM; AID 720647; 380,000 tested, 0.35% active;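 active means drop in luminescence signal, shown as inhibition above about 50% in the replicate tests, limit read from the data, passing the limit was not always enough; inconclusive means probably only some replicates passing the limit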;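 further: agonist challenge used bursicon conditioned medium at about half maximal strength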
# C2C12 statin: protects C2C12 myotubes from simvastatin toxicity; ATP luminescence, 48 h; scaled: DMSO 0, geranylgeraniol control 100; rescue of ATP level, % at 7.49 µM; 330,000 tested, 0.78% active; AID 602340;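 active means mean ATP rescue above about 67%, or every replicate alone reaching that limit, limit read from the data, passing the limit was not always enough; inconclusive means no clear call, values can overlap the other calls; inactive means mean under the limit and some replicate under it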;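 further: myotubes were challenged with 10 µM simvastatin during compound exposure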
# PGC1a acetyl inh: modulators of PGC1a acetylation | U2OS PGC1a acetylation, AlphaScreen anti-acetyl-lysine; with virally co-expressed GCN5 acetyltransferase | inhibition, % at 15.6 µM | 350,000 tested, 0.17% active;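 active means every replicate shows inhibition of at least 40%; inconclusive means mean inhibition at least 40% but some replicate below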;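 further: 0% = neutral control wells and 100% = positive control wells; some results beyond the cut were filed as inactive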
# PglD DTNB: inhibitors of Campylobacter jejuni PglD acetyltransferase | purified PglD enzyme, DTNB colorimetric CoA detection | inhibition, % at 12.5 µM | 360,000 tested, 0.098% active | AID 602405; in the data active means inhibition above about 16%, passing the limit was not always enough; inconclusive means no clear call, values can overlap the other calls; further: strong numbers were not always called active
# ARNT-TACC3 inh: disruptors of human ARNT/TACC3 interaction; AID 623870; AlphaScreen His-ARNT PAS-B/GST-TACC3 binding, luminescence; TACC3 fragment carries E629A point mutation; inhibition, % at 9.99 µM; 390,000 tested, 0.66% active;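 active means mean inhibition of replicates at least 50% and at least half of replicates each reaching 50%; inconclusive means half or more replicates reach 50% but mean below 50%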;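 further: 0% = complete ARNT plus TACC3 wells and 100% = ARNT alone without TACC3; many hits fall short of the cut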
# PAX8 reporter: PAX8 transcriptional activity inhibition | RMG-I TPO-luciferase reporter, SteadyGlo, 24 h | inhibition, % at 12.6 µM | 360,000 tested, 1.2% active | AID 652154;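 active means mean replicate inhibition at least 60% with every replicate also reaching 60%; inconclusive means only one of the two criteria is met; inactive means mean below 60% and not all replicates reaching 60%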;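 further: luciferase light reporting Pax8 driven TPO promoter activity; plate controls were median of neutral control wells for no effect and mitoxantrone controls for full effect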
# Cneo AK release: causes C. neoformans cell lysis; adenylate kinase release luminescence, 4 h; normalised: neutral wells 0, clomiphene wells 100; lysis activity, % at 15 µM; 360,000 tested, 0.2% active;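 active means mean lysis activity across replicates of at least 80%, whatever share of replicates individually reach that level; inactive means mean lysis activity below 80%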
#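 Schedule: static 4 h at 37 °C with compound, 1 h detection; system: C. neoformans cells; benchmarks: Clomiphene as positive control; buffer or medium: fresh YPD medium; measure: luminescence rise reflecting yeast cell lysis; measured by: luminescent adenylate kinase detection reagent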
# * = called active by the depositor; u = inconclusive; x = no result given; & = joins results of further samples.
SMILES,GSIS activator,LGR2 antag,C2C12 statin,PGC1a acetyl inh,PglD DTNB,ARNT-TACC3 inh,PAX8 reporter,Cneo AK release
Cc1c(C(=O)OCC(=O)NCC2CCCO2)cccc1[N+](=O)[O-] (stereo not drawn),18,17,-7,9,x,-4,11,x
Cn1nc(C(=O)Nc2cc(Cl)ccc2N2CCCC2)c2ccccc2c1=O,23,-13,-5,-1,0,20,39,21
O=c1ccc(C(F)(F)F)cn1Cc1cc(=O)n2cc(Br)ccc2n1,-4,-27,x,x,x,-5,11,x
COc1ccc(N(CC(=O)NCCSc2ccccc2)S(C)(=O)=O)cc1,3,x,5,x,-3,-1,10,0
CCOc1ccc(C(=O)Nn2cnnc2)cc1,3,21,-6,8,3,-9,x,1
O=C(CCCn1cc([N+](=O)[O-])cn1)Nc1ccc2c(c1)OCO2,-3,1,5,x,-3,-1,-9,-1
COc1ccc(Cl)cc1NC(=O)c1oc(C)nc1C,4,-20,8,-12,-1,2,x,-1
Cn1c(=O)c2c(SCC(=O)Nc3ccc4c(c3)OCCO4)nc(CC(C)(C)C)nc2n(C)c1=O,x,-8,3,-5,3,x,13,3
CCCc1cc(C(=O)N2CCCC(Nc3ccc(C)c(C)c3)C2)n(C)n1 (stereo not drawn),-17,-6,0,x,-4,-4,8,0
Cc1ccc([N+](=O)[O-])cc1NC(=O)CN1CCCCC1,x,x,-3,3,-2,-25,x,1
COc1cccc(C2Nc3ccccc3C(=O)N2Cc2ccccc2)c1 (stereo not drawn),-15,6,x,-3,0,2,-7,-6
CNC(=O)C[C@@H]1CC[C@@H]2[C@H](COC[C@@H](O)CN2Cc2ccncc2)O1,5,3,-10,-1,-2,-2,7,6
COc1ccccc1-c1ccc(SCc2ccccc2)nn1,-3,-104,x,-12,x,5,-81,x
COc1cccc(C(O)c2nc(-c3ccc(N(C)C)cc3)cs2)c1 (stereo not drawn),x,-75,10,-2,-1,x,-97,0
Cc1cc(C)cc(N(C(=O)c2csnn2)C(C(=O)NC2CCCCC2)c2cccnc2)c1 (stereo not drawn),1,-5,18,-5,8,x,-9,-1
Cc1c(OCC(F)(F)F)ccnc1CS(=O)c1nc2ccccc2[nH]1 (stereo not drawn),-7,-39,-7,-7,2&-1,-6&4,-72,-3&-2
COCc1nnc(NC(=O)c2ccc(Cl)cc2[N+](=O)[O-])s1,6,2,x,x,x,7,-8,x
CCCC(C)c1nnc(NC(=O)CN2C(=O)c3ccccc3C2=O)s1 (stereo not drawn),-2,-4,x,-10,x,4,-5,x
CN1CCN(c2nc(Nc3ccc(O)cc3)nc3ccccc23)CC1,0,-2,x,2,x,12,-11,x
N#C[C@H]1[C@@H](c2ccc(/C=C/c3ccccc3)cc2)[C@@H](CO)N1C(=O)C1CC1,5,-21,-23,17,0,13,-7,1
Cn1c2ccccc2c2nnc(SCC(=O)Nc3cccc(O)c3)nc21,10,-7,-6,-4,-1,2,20,-3
O=C(COC(=O)c1ccc(Cl)nc1)NC1CCCCCC1,5,-12,20,1,-2,2,-7,1
O=C(Nc1cccnc1)c1cc(Br)c(Br)s1,7,-12,-4,x,5,-11,-10,2
O=C(O)c1cccc(-c2ccc(/C=N/Nc3nn[nH]n3)o2)c1,4,-1,x,x,x,67*,-54,x
CCCCSc1nnc(-c2ccc(NC(C)=O)cc2)n1C,3,7,x,x,x,-8,-5,x

# Gathered by group: the compounds so far with an aryl thioether with sulfur outside any ring.
SMILES,GSIS activator,LGR2 antag,C2C12 statin,PGC1a acetyl inh,PglD DTNB,ARNT-TACC3 inh,PAX8 reporter,Cneo AK release
COc1ccc(N(CC(=O)NCCSc2ccccc2)S(C)(=O)=O)cc1,3,x,5,x,-3,-1,10,0
Cn1c(=O)c2c(SCC(=O)Nc3ccc4c(c3)OCCO4)nc(CC(C)(C)C)nc2n(C)c1=O,x,-8,3,-5,3,x,13,3
COc1ccccc1-c1ccc(SCc2ccccc2)nn1,-3,-104,x,-12,x,5,-81,x
Cn1c2ccccc2c2nnc(SCC(=O)Nc3cccc(O)c3)nc21,10,-7,-6,-4,-1,2,20,-3
CCCCSc1nnc(-c2ccc(NC(C)=O)cc2)n1C,3,7,x,x,x,-8,-5,x

# Later entries
SMILES,GSIS activator,LGR2 antag,C2C12 statin,PGC1a acetyl inh,PglD DTNB,ARNT-TACC3 inh,PAX8 reporter,Cneo AK release
CN(C(=O)COc1cccc(C#N)c1)C1CCS(=O)(=O)C1 (stereo not drawn),x,-12,4,0,5,2,6,5
COc1cccc(C(=O)NCc2ccc3[nH]c(C)cc3c2)c1,6,3,x,5,x,0,12,x
Cc1ccc(Oc2cnc3ccccc3n2)cc1,x,x,6,x,2,-10,x,0
CCN(CC)S(=O)(=O)c1cc(NS(=O)(=O)c2cccc(C(=O)O)c2)ccc1C,12,11,3,-2,-3,-4,1,1
CCC(C)NCCOCCOc1ccc(C)cc1OC (stereo not drawn),x,4,11,u,8,3,21,2
Cn1c(=O)c(C(=O)NC2CCCCCCC2)c(O)c2ccccc21,x,x,-5,10,-5,-21,x,-5
COCCOC(=O)c1[nH]c2c(c1C)C(=O)CC(c1ccccc1)C2 (stereo not drawn),x,x,x,-13,-7,9,x,0
COc1ccc2nc(SCC(=O)NCCc3ccccc3)[nH]c2c1,-23,-6,x,x,x,-1,11,x
CN(C)c1ccc(CSc2ccccc2)cc1,x,x,-3,4,-1,2,-95,-2
Cc1ccc(C(=O)NNC(=O)CCOc2cccc(C)c2)cc1,9,14,6,0,4,-8,-3,0
CN1CCN(C2CN(Cc3cn(Cc4ccccc4F)nn3)S(=O)(=O)C2)CC1 (stereo not drawn),x,-1,-2,4,-4,x,5,4
CCOC(=O)C1NC(=O)CC1c1ccccc1 (stereo not drawn),x,x,x,3,0,-1,-12,0
CCOC(=O)C1CCCN(C(=O)CSc2nc(C)cc(C)n2)C1 (stereo not drawn),-4,-3,0,5,1,-4,-2,-1
Cc1cccc(-c2ccc([C@@H]3[C@H]4CN(CCC(F)(F)F)CCCCN4[C@H]3CO)cc2)c1,36,-5,x,-5,-1,10,-5,5
Cc1noc(C)c1NC(=O)Nc1ccc2c(c1)C(=O)N([C@H](C)CO)C[C@H](C)[C@@H](CN(C)C(=O)Nc1ccc3c(c1)OCO3)O2,16&5,-14&1,5,4&0,5,6,-7&-6,-2
Cc1ccc(S(=O)(=O)N2C[C@H](O)COC[C@@H]3O[C@@H](CC(=O)NCC4CCCCC4)CC[C@H]32)cc1,-4,x,-3,-1,2,12,-11,47
Cc1ccc(-c2csc(NCCn3c(-c4ccncc4)nc4cc(C(F)(F)F)ccc43)n2)cc1,-14,-12,-11,0,2,-3,-1,-2
NC(=O)C1CCN(C(=O)c2cc3c(s2)CCCC3)CC1,8,-70,9,10,3,5,x,3
COc1ccc(S(=O)(=O)N2CCCCC2)cc1NC(=S)Nc1ccccc1,4,13,x,-3,23*,1,0,1
COc1cccc(/C=N/Nc2nnc(C)n2N)c1O,-20,10,-34,4,0,58*,-2,-1
CC(O)(C(=O)c1ccccc1)c1ccccc1 (stereo not drawn),-9,2,0,3,-2,x,-30,1
CCOCC(=O)N1CCCC(C(=O)OCC)C1 (stereo not drawn),2,3,14,5,0,-6,x,3
Cc1ncc([N+](=O)[O-])n1Cc1cccc(F)c1,1,13,x,4,x,-12,21,x
Cc1ccc(CN2C(=O)CNC2=S)cc1,7,8,-7,8,2,3,7,2
C[C@H](CO)N1C[C@H](C)[C@H](CN(C)Cc2ccc3c(c2)OCO3)OCCCC[C@H](C)Oc2ccc(NC(=O)Nc3ccc4c(c3)OCO4)cc2C1=O,-27,-6,x,-19,3,12,22,3

# (next part)
SMILES,GSIS activator,LGR2 antag,C2C12 statin,PGC1a acetyl inh,PglD DTNB,ARNT-TACC3 inh,PAX8 reporter,Cneo AK release
COc1ccc(-c2csc(NC(=O)c3ccccc3F)n2)cc1,6,-3,4,9,1,2,-8,1
C[C@H]1CN([C@@H](C)CO)C(=O)c2cc(NC(=O)NC3CCCCC3)ccc2O[C@@H]1CN(C)Cc1ccc(C(=O)O)cc1,0,9,0,3,-3,-2,-19,2
O=C(c1cc(-c2ccccc2Cl)nc2ccccc12)N1CCC1,19,12,x,x,x,-1,-7,x
CCOc1ccc(S(=O)(=O)N(CC(=O)N2CCc3ccccc32)Cc2ccco2)cc1,x,x,17,-4,-2,-4,x,-1
CCN(CC)S(=O)(=O)c1ccc(N2CCOCC2)c(NS(=O)(=O)c2ccc(C(C)C)cc2)c1,2,4,-3,-9,5,1,-9,-2
CCOc1ccc(NC(=O)N(CCC(C)C)C(C)c2ccco2)cc1 (stereo not drawn),-21,16,x,x,x,-7,8,x
C[C@H]1CN([C@@H](C)CO)C(=O)c2cccc(NC(=O)c3cnccn3)c2O[C@H]1CN(C)C(=O)Nc1ccc(C(F)(F)F)cc1,12,3,15,2,1,-1,-7,4
O=C(NCC1CCCO1)c1cccc(S(=O)(=O)Nc2ccc(SC(F)F)cc2)c1 (stereo not drawn),-6,14,-2,4,0,x,-5,2
CCCCN(C(=O)CC1CCCC1)c1c(N)n(CCCC)c(=O)[nH]c1=O,6,-6,2,5,-2,-4,-5,1
CC(C)n1c(N2CCN(C(=O)Nc3ccc(Cl)cc3)CC2)nc2ccccc21,-16,-29,9,x,-6,-6,-5,-1
C[C@@H]1CN([C@H](C)CO)C(=O)CCCn2nncc2CO[C@H]1CN(C)C(=O)Nc1ccccc1C(F)(F)F,1,2,17,1,-1,-3,-20,2
O=C(N/N=C\c1cc(Br)cs1)c1ccncc1,-30,-4,12,3,x,14,0,x
CN1C/C(=C/c2cccnc2)C(=O)/C(=C/c2cccnc2)C1,-1,4,x,x,x,4,-2,x
C[C@H](NC(=O)NC1CCCc2ccccc21)C(=O)O (stereo partly drawn),x,x,-3,-4,-2,-2,x,-1
CC(=O)N1CCN(C(=O)COc2ccccc2C(=O)Nc2ccccc2)CC1,0,-16,2,7,-3,-7,7,2
COC(=O)C1C2C=CC(C3CC23)C1C(=O)OCC(=O)c1ccccc1 (stereo not drawn),x,x,x,x,3,2,8,0
Nc1c(S(=O)(=O)c2cccs2)c2nc3ccccc3nc2n1Cc1cccs1,x,x,-3,-1,-4,x,x,1
Nc1c(C(=O)c2ccccc2)sc2nsc(SCCN3CCOCC3)c12,-23,-38,x,-32,5,x,-50,0
COCC(=O)Nc1ccc2c(c1)C(=O)N(C)C[C@H](OC)[C@H](C)CN(Cc1ccccc1OC)[C@H](C)CO2,-2,14,-5,-3,2,-5,x,3
Cc1ccccc1CCNC(=O)CCn1ccc2cc(S(=O)(=O)N3CCCC3)ccc21,-33,-3,-43,-2,-6,0,-4,-2
O=C(NC(NCc1cccnc1)C(Cl)(Cl)Cl)c1cccc2ccccc12 (stereo not drawn),-2,-9,x,x,-10,-5,16,0
C[C@H](NC(=O)[C@H]1[C@H](CO)[C@H]2Cn3c(ccc(-c4ccccc4F)c3=O)[C@@H]1N2C)c1ccccc1,1,-5,2,x,-1,-3,x,2
CN(NC(=O)c1ccco1)c1nc2ccccc2nc1C(F)(F)F,17,-10,-1,-4,x,-3,0,x
O=C(Nc1ccccc1OC(F)F)c1ccc(S(=O)(=O)N2CCCC2)cc1,-4,-7,-2,40,3,-6,7,-1
O=C(Nc1ccc(F)cc1)Nc1cccnc1Cl,-7,-21,-6,4,0,-4,-12,-3
CCC1C(=O)NCCN1C(=O)c1ccccc1OC1CCN(S(C)(=O)=O)CC1 (stereo not drawn),5,-3,x,6,x,-2,8,x
CCOc1ccc(Br)cc1S(=O)(=O)NCCN1CCCC1,0,1,8,0,4,-3,-2,0
Cc1ccc(C(=O)N/N=C\c2ccc[nH]2)cc1[N+](=O)[O-],x,x,x,4,-5,-4,0,1

# Assay outcomes from PubChem.
